TROY signal inh = blocks TROY-dependent signaling in reporter cells; 0.98% of 360,000 active; inhibition, % at 10 µM; Q293 LMP1-TROYcd NF-kB luciferase reporter, 4 h;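 active = compounds whose plate-normalised and pattern-corrected inhibition of the luciferase reporter signal at the single screening dose is 50% or more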
SRC2 inh = human SRC2 (NCOA2) inhibition; Q15596; 0.17% of 370,000 active; HEK293 GAL4-SRC2 luciferase reporter, luminescence; inhibition, % at 9 µM;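 active = inhibition above the mean inhibition of all tested compounds plus 3 SD, set per campaign, cut at about 52% in these data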;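 also: 0% = DMSO treated cells and 100% = cells given Gossypol at 36 µM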
SRC1 inh = human NCOA1 inhibition; Q15788; AID 588354; inhibition, % at 3.6 µM; 0.12% of 360,000 active; HEK293 GAL4-SRC1 luciferase reporter, luminescence;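 active = inhibition above the campaign mean plus 3 SD, with each screening campaign given its own cutoff, cut at about 60% in these data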;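 also: 0% = DMSO treated cells and 100% = gossypol at 36 µM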
Target sequence (Q15788 whole entry, looked up, the tested form may be a part): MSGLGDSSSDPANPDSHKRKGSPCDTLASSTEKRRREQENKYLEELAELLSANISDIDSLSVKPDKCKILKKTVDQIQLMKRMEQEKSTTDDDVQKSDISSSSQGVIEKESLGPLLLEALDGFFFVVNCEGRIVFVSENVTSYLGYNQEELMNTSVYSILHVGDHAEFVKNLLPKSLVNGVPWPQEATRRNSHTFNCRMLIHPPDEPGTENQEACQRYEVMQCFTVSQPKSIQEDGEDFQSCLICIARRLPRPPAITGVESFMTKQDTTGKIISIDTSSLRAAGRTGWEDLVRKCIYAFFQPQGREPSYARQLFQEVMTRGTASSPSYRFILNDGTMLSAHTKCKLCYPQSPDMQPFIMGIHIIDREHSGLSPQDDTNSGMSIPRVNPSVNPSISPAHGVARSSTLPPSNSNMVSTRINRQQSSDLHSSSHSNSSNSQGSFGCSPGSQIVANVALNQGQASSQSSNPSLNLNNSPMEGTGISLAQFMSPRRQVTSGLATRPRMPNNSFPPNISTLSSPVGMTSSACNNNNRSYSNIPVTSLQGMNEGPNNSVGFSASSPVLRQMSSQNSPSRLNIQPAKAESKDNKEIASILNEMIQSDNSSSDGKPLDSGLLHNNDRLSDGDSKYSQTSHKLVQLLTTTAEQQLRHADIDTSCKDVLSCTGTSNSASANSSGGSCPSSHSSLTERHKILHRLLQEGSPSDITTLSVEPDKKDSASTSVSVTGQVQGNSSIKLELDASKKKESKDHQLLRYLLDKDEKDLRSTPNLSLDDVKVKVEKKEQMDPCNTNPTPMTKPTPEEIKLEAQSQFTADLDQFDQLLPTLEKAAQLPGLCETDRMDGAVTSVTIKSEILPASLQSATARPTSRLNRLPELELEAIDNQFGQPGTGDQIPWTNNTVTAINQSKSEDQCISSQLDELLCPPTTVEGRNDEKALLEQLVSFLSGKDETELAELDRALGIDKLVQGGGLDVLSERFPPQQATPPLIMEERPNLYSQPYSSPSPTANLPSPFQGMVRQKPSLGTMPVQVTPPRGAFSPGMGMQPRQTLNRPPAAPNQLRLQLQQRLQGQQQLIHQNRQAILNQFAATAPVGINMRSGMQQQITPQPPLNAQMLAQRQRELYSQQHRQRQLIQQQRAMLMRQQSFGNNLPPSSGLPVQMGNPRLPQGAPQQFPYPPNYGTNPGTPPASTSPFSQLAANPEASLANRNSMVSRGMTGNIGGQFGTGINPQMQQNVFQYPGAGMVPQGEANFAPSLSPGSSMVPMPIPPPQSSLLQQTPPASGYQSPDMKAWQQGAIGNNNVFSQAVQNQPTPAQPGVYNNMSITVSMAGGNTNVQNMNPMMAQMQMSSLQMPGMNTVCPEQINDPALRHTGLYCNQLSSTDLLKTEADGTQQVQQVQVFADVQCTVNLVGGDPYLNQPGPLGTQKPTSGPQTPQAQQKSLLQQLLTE
CF NFkB inh = cystic fibrosis NF-kB activation inhibition; KKLEB NF-kB-GFP reporter, PAF-induced, GFP fluorescence overnight; inhibition, % at 5 µM; 0.86% of 360,000 active; AID 588850;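 active = at least 50% inhibition at 5 µM, scaled per plate between neutral and stimulator controls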;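 also: PAF is a Pseudomonas aeruginosa culture filtrate used as stimulus; plate controls were PAF-stimulated DMSO wells for no effect and unstimulated DMSO wells for full effect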
COUP-TFII inh = NR2F2 (human) inhibition, primary screen; inhibition, % at 8.6 µM; P24468; AID 686940; HEK293T NGFI-A luciferase reporter, luminescence; 0.7% of 370,000 active;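 active = inhibition above a per-plate cutoff, mean inhibition of test wells between control levels plus 3 SD, cut at about 38% in these data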;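 also: cells cotransfected with COUP-TFII expression vector driving the NGFI-A reporter; 0% = median of COUP-TF2 test wells and 100% = reporter-only cells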
NCOA3 inh = inhibits human SRC3 coactivator. HEK293 GAL4-SRC3 luciferase reporter, luminescence. inhibition, % at 3.6 µM. 0.17% of 360,000 active. AID 588352;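 active = inhibition above a per-campaign cutoff, the mean of all compounds plus 3 SD, cut at about 60% in these data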;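 also: 0% = DMSO-treated cells and 100% = gossypol-treated cells at 36 µM; higher means less SRC3-driven luciferase light from the GAL4 reporter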
TWEAK-Fn14 inh = blocks TWEAK-Fn14 interaction in a reporter cell assay | 2% of 360,000 active | inhibition, % at 10 µM | AID 1159606 | TWEAK-stimulated Fn14 reporter cells, luciferase luminescence, 8 h; in the data active = inhibition above about 50%
EBV LMP1 NFkB = Epstein-Barr LMP1 NF-kappaB reporter inhibition; LMP1-induced NF-kappaB luciferase reporter cells, luminescence; inhibition, % at 12.5 µM; 0.69% of 350,000 active; in the data active = inhibition above about 41%;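 also: 0% = neutral control wells and 100% = reference inhibitor control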
KKLEB cytotox = CF airway cell cytotoxicity counter-screen; AID 602141; activity change (cytotoxicity), % at 5 µM; KKLEB CF airway cells viability, ATPlite luminescence, overnight; active compounds read low; cells stimulated with P. aeruginosa culture filtrate; 0.36% of 360,000 active;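 active = corrected activity change at or below -50% at 5 µM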
NR5A2 inv ag = inverse agonists of human LRH-1 (NR5A2) | O00482 | HEK293T StAR-luciferase reporter, LRH-1 transfected, 24 h | inhibition, % at 3.6 µM | 0.13% of 360,000 active | AID 602396;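 active = inhibition above the mean inhibition of all tested compounds plus 3 SD, cut at about 73% in these data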;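 also: 0% = DMSO wells and 100% = reporter-only cells lacking LRH-1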
C8 TRAIL sens = caspase-8 TRAIL sensitization; NB7+C8 cells + TRAIL, ATPlite viability luminescence; inhibition (viability loss, TRAIL sensitization), % at 10 µM; 1% of 360,000 active; AID 624354;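 active = compounds causing at least 50% loss of cell viability in the single-dose screen, relative to plate controls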
* hit, by the source's call; . = not tested or not shown.

# | mol | TROY signal inh | SRC2 inh | SRC1 inh | CF NFkB inh | COUP-TFII inh | NCOA3 inh | TWEAK-Fn14 inh | EBV LMP1 NFkB | KKLEB cytotox | NR5A2 inv ag | C8 TRAIL sens
1 | Cc1ccccc1-n1c(C)cc(/C=C(\C#N)C(=O)NCC2CCCO2)c1C (stereo not drawn) | 59* | -29 | -21 | 3 | 0 | -21 | 56* | -35 | -17 | -34 | 25
2 | COc1ccc(/C(C#N)=C/c2ccccn2)cc1 | -37 | -39 | -91 | -15 | -48 | -89 | 13 | 7 | 4 | -123 | 16
3 | CC(OC(=O)c1ccccc1NCCO)C(=O)Nc1ccnn1C(C)C (stereo not drawn) | 5 | 5 | -5 | 0 | 15 | 15 | 9 | -1 | -8 | 10 | -17
4 | C=CCSc1nnc(NC(=O)Cn2cnc3c2c(=O)n(C)c(=O)n3C)s1 | 0 | -23 | 1 | -3 | -2 | 7 | -9 | -2 | 17 | 3 | 8
5 | COc1ccc(NC(=O)CN(C)C(=O)c2ccc(NS(=O)(=O)c3ccc(C)c([N+](=O)[O-])c3)cc2)cc1 | 21 | -6 | 18 | -10 | -8 | 16 | -14 | 4 | 9 | -4 | -5
6 | Cc1cccc(NS(=O)(=O)c2cc(C(=O)N3CCOCC3)ccc2Cl)c1 | -30 | 6 | 6 | 2 | -6 | -9 | -8 | 0 | -2 | 3 | -3
7 | COc1cccc(OC)c1C(=O)N1CCN=C1SCc1cccnc1 | 12 | 2 | 4 | 8 | -7 | 26 | 11 | -8 | 2 | -4 | 4
8 | CC1(C)CC(=O)C2=C(C1)Nc1ccccc1NC2c1ccc(F)c(F)c1 (stereo not drawn) | -17 | 13 | 6 | -2 | -1 | 4 | 6 | 7 | 19 | -16 | -3
9 | CCOC(=O)c1ccc2c(c1)nc(SC(C)C(=O)NCC1CCCO1)n2CC (stereo not drawn) | 13 | -2 | -1 | -2 | -12 | 11 | 10 | -2 | -11 | 9 | -2
10 | Cn1c(SCC(=O)N2CCCC2)nc2c(c1=O)SCC2 | -7 | 3 | 5 | -24 | -13 | -16 | -2 | 1 | 4 | -6 | 10
11 | O=C(CNC(=O)c1ccc(Br)o1)Nc1ccccc1 | 0 | 20 | -8 | -7 | -17 | -10 | 29 | -2 | 7 | 0 | 1
12 | COc1ccc(-n2c(SCc3nnc(-c4ccccc4)o3)nnc2-c2ccccc2)cc1 | -14 | -11 | 5 | 3 | 3 | -6 | -6 | 3 | 4 | 16 | -2
13 | CC(C)CC(=O)N1CCN(S(=O)(=O)c2ccc(F)cc2)CC1 | 14 | -8 | -3 | 12 | 17 | 13 | 10 | 9 | -8 | -3 | -1
14 | COc1ccc(-c2cc(-c3ccc(O)cc3)nc(N)c2C#N)cc1 | -9 | -1 | -14 | -10 | -26 | -2 | 3 | -10 | -7 | 46 | 16
15 | CC(C)CC(c1nnnn1C(C)(C)C)N1CCN(Cc2ccccc2)CC1 (stereo not drawn) | -4 | 20 | 4 | 8 | -2 | 4 | 2 | 2 | 5 | 19 | 3
16 | O=C(Nc1nc2nccc(-c3ccccc3)n2n1)C(Cl)(Cl)Cl | -25 | -24 | -17 | -1 | -5 | -2 | -7 | 1 | 12 | 1 | 3
17 | O=C(NCCS(=O)(=O)NCc1cccnc1)c1ccccc1 | -14 | -5 | -4 | 16 | -3 | -22 | -10 | 4 | 9 | -11 | 6
18 | CCCn1c(=O)c(/C(N)=N/O)nn(-c2cccc(C(F)(F)F)c2)c1=O | -2 | 12 | -11 | -5 | 9 | 21 | -9 | -22 | 0 | -3 | -3
19 | Cc1cc(C)c2c(CN(Cc3ccccc3)Cc3ccccc3)cc(=O)oc2c1 | 10 | 11 | 0 | -6 | 4 | -1 | 1 | . | -8 | -2 | -2
20 | COc1ccc(/C=C(/NC(=O)c2ccco2)C(=O)Nc2ccc(C(C)=O)cc2)cc1 | -5 | 23 | -2 | 0 | 5 | -6 | -18 | -1 | 1 | 10 | -24
21 | COc1ccc(-c2csc(C(C)(O)c3cccc(OC)c3)n2)cc1 (stereo not drawn) | 20 | 29 | -23 | -43 | 36 | 5 | 21 | . | 14 | 15 | 21
22 | O=C(NCc1cccc2ccccc12)Nc1ccccc1 | -38 | -42 | -4 | 4 | -12 | -7 | -12 | 3 | -2 | -20 | 0
23 | COc1ccc(-c2cc(C(=O)Nc3ccc(C(N)=O)cc3)c3ccccc3n2)cc1OC | -6 | -59 | -41 | -26 | -15 | -18 | -21 | 14 | -22 | -7 | 9
24 | Cc1ccc2ccc(S(=O)(=O)NCc3ccccn3)cc2c1 | -22 | 4 | -23 | -6 | -7 | -43 | -30 | -16 | 7 | -13 | 0
25 | NC(=S)NC(=O)/C=C/c1ccccc1 | -67 | -20 | -49 | -1 | -18 | -25 | -9 | 2 | 16 | -3 | 5

Individual results from the results shown:
In SRC1 inh, CCOC(=O)c1ccc2c(c1)nc(SC(C)C(=O)NCC1CCCO1)n2CC (stereo not drawn) reads -1
In C8 TRAIL sens, COc1ccc(NC(=O)CN(C)C(=O)c2ccc(NS(=O)(=O)c3ccc(C)c([N+](=O)[O-])c3)cc2)cc1 reads -5
In SRC2 inh, COc1ccc(-c2cc(C(=O)Nc3ccc(C(N)=O)cc3)c3ccccc3n2)cc1OC reads -59

One compound at a time, as listed above.
Entry for COc1ccc(-c2cc(-c3ccc(O)cc3)nc(N)c2C#N)cc1 → TROY signal inh = -9; SRC2 inh = -1; SRC1 inh = -14; CF NFkB inh = -10; COUP-TFII inh = -26; NCOA3 inh = -2; TWEAK-Fn14 inh = 3; EBV LMP1 NFkB = -10; KKLEB cytotox = -7; NR5A2 inv ag = 46; C8 TRAIL sens = 16
Entry for O=C(CNC(=O)c1ccc(Br)o1)Nc1ccccc1 → TROY signal inh = 0; SRC2 inh = 20; SRC1 inh = -8; CF NFkB inh = -7; COUP-TFII inh = -17; NCOA3 inh = -10; TWEAK-Fn14 inh = 29; EBV LMP1 NFkB = -2; KKLEB cytotox = 7; NR5A2 inv ag = 0; C8 TRAIL sens = 1

Nothing new here: entries from further up.
# | mol | TROY signal inh | SRC2 inh | SRC1 inh | CF NFkB inh | COUP-TFII inh | NCOA3 inh | TWEAK-Fn14 inh | EBV LMP1 NFkB | KKLEB cytotox | NR5A2 inv ag | C8 TRAIL sens
22 | O=C(NCc1cccc2ccccc12)Nc1ccccc1 | -38 | -42 | -4 | 4 | -12 | -7 | -12 | 3 | -2 | -20 | 0
23 | COc1ccc(-c2cc(C(=O)Nc3ccc(C(N)=O)cc3)c3ccccc3n2)cc1OC | -6 | -59 | -41 | -26 | -15 | -18 | -21 | 14 | -22 | -7 | 9
24 | Cc1ccc2ccc(S(=O)(=O)NCc3ccccn3)cc2c1 | -22 | 4 | -23 | -6 | -7 | -43 | -30 | -16 | 7 | -13 | 0
25 | NC(=S)NC(=O)/C=C/c1ccccc1 | -67 | -20 | -49 | -1 | -18 | -25 | -9 | 2 | 16 | -3 | 5

(next part)
# | mol | TROY signal inh | SRC2 inh | SRC1 inh | CF NFkB inh | COUP-TFII inh | NCOA3 inh | TWEAK-Fn14 inh | EBV LMP1 NFkB | KKLEB cytotox | NR5A2 inv ag | C8 TRAIL sens
26 | CSc1ncccc1C(=O)NNC(=O)c1csc(N2CCOCC2)n1 | 5 | 9 | -24 | -19 | 12 | -29 | -5 | 3 | 31 | -6 | 5
27 | NC(=S)N=Nc1ccc(NN=C(N)N)cc1 | 17 | -2 | 7 | 14 | 3 | 20 | 12 | 86* | -2 | 1 | 0
28 | COc1ccc(Cc2nc3ccc(C(=O)NCCc4ccncc4)cc3o2)cc1OC | 0 | -9 | -24 | 3 | -6 | 1 | 9 | 12 | -6 | 8 | 7
29 | CCOC(=O)C(=O)Nc1ccccc1C(=O)NCc1ccccc1 | -18 | -18 | -34 | 9 | -27 | -59 | 6 | 8 | 7 | -48 | -3
30 | Cc1c(NC(=O)c2ccccc2NS(=O)(=O)c2ccc(F)cc2)c(=O)n(-c2ccccc2)n1C | 2 | -2 | 5 | -26 | -20 | -13 | -1 | 3 | 6 | 15 | -19
31 | Cc1ccc(/C=C(\NC(=O)c2ccc(C)cc2)c2nc(=S)[nH][nH]2)cc1 | -2 | -37 | 5 | -5 | -17 | -13 | 4 | -10 | 20 | -3 | -1
32 | Cc1nnc(SCC(=O)N2c3ccccc3CC2C)[nH]c1=O (stereo not drawn) | 8 | -4 | 9 | 0 | -8 | -10 | -18 | -4 | 6 | 19 | -12
33 | CC(=O)Nc1cccc(OCCCNC(=O)c2ccc(C(C)(C)C)cc2)c1 | -45 | -39 | -12 | -1 | -1 | -11 | -5 | . | 1 | -11 | -10
34 | Cc1ccc(S(=O)(=O)N2CCOCC2)cc1C(=O)N(C)CCOc1ccc(Cl)cc1 | 5 | . | 1 | 1 | . | 17 | 2 | 3 | -4 | 9 | -11
35 | CC(=O)c1cc2c(cc1NC(=O)Cn1nc(-c3ccc(F)cc3)ccc1=O)OCO2 | -14 | -2 | -11 | 6 | 4 | -13 | -1 | 2 | 0 | -24 | 4
36 | C=COCCNC(=S)Nc1ccccc1 | -19 | -41 | -8 | 7 | -1 | 13 | 10 | 2 | 5 | 1 | -4
37 | O=C(c1cc(COc2ccc(F)cc2F)on1)N1C[C@H]2CC[C@H]1C2 | -34 | -47 | -57 | 6 | -31 | -23 | -17 | -9 | -30 | -66 | 3
38 | CCc1ccc2[nH]c(=O)c(CN(Cc3ccc4c(c3)OCO4)Cc3nnnn3C3CCCC3)cc2c1 | -1 | -13 | -5 | -1 | -11 | -17 | 13 | 3 | -3 | -9 | 19
39 | O=C(NCCO)c1cccc2c1-c1ccccc1C2=O | 15 | 7 | 15 | -8 | -11 | 11 | 8 | -2 | 1 | 3 | -11
40 | CS(=O)(=O)N(CC(=O)NCc1ccc2c(c1)OCO2)Cc1ccc(Cl)cc1 | -1 | -7 | 4 | 8 | 4 | 5 | 5 | -6 | 3 | -2 | -18
41 | O=C(CCS(=O)(=O)c1ccccc1)Nc1nc2cc3c(cc2s1)OCCO3 | -52 | -6 | -39 | 45 | -17 | -34 | -19 | 5 | -23 | -20 | 13
42 | COc1ccc(-c2cc(C#N)nc(N3CCN(C)CC3)n2)cc1 | 11 | 23 | -15 | -13 | -2 | 7 | -6 | -5 | 5 | 5 | -2
43 | Cc1ccc(C)c(N(CC(=O)N2CCCC2)S(C)(=O)=O)c1 | 20 | -14 | 3 | 6 | 25 | -3 | -13 | 1 | -5 | 4 | 5
44 | COc1ccc(OCC(O)CN2CCCCC2)cc1 (stereo not drawn) | -14 | 21 | 4 | 0 | -13 | 1 | -2 | -10 | -3 | -1 | -9
45 | Cc1sc2ncnc(N3CCC(C(=O)Nc4sc5c(c4C(N)=O)CCC(C)C5)CC3)c2c1C (stereo not drawn) | 11 | -22 | -38 | 50 | -12 | 12 | 18 | 19 | -17 | -2 | 3
46 | Cc1noc(C)c1CSc1nnc(-c2ccccc2)o1 | -18 | -28 | -17 | 21 | 1 | 11 | -4 | -1 | 2 | -3 | 8
